# Tb PYK inh = qHTS of Trypanosoma Brucei Inhibitors; pyruvate kinase (Trypanosoma brucei), Q57TT1; actives 0.12% (n = 410,000); TbPYK enzyme, Kinase-Glo Plus ATP luminescence, 45 min; Potency, µM (titrated, usually from 76.8 µM), inactives show at the top dose activity, negative = inhibition, actives largely listed as inhibitors; note: nearly all actives have a fitted effect of over 50% in size
#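 Activity of T. brucei pyruvate kinase was followed by Kinase-Glo Plus luminescence after the enzyme reacted 45 min at room temperature with 130 uM ADP (final) and substrate. Test compounds were added before ADP at multiple concentrations.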
# HCV inhibitor = qHTS Assay for Inhibitors of Hepatitis C Virus (HCV); actives 3.4% (n = 340,000); AID 651820, 2012; Potency, µM (series often up to 41.8 µM), for the others: at the highest dose activity change, negative = inhibition, usual class: inhibitors; Huh7.5.1 HCVcc-Cre infection, luciferase reporter, 44 h
#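 Reporter virus HCVcc-Cre (~0.5 moi) infects cells exposed to compound; seeding density 1,000 cells/well with 4 h settling beforehand. Luminescence, 15 sec read, taken 44 h post-infection following a 15 min RT substrate incubation.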
# * hit, by the source's call; ? = inconclusive; [ ] = another dose, or the depositor's remark. Calls come from the whole dose curve; as a rule, active = well fitted curve in the direction sought with a large enough effect; inconclusive = small, poorly fitted or top-dose-only effect, or another doubt; inactive = no such curve, though single readings can be large; an effect the other way counts as inactive or inconclusive. % is set by controls: 0 for no effect and ±100 for the full control effect; potency is the fitted concentration of half-maximal effect.
# A first look:
entry	SMILES	Tb PYK inh	HCV inhibitor
1	CC(C)(O)/C=C/C(=O)[C@](C)(O)C1[C@H](O)C[C@@]2(C)C3CC=C4C(C[C@H](O)[C@@H](O)C4(C)C)[C@]3(C)C(=O)C[C@]12C (stereo partly specified)	2%	?
2	COc1ccc(N(CC(=O)NCCSc2ccccc2)S(=O)(=O)c2ccccc2)c(OC)c1	-16%	?
3	CCCCNc1c(-c2ccc(SC3CCCCC3)cc2)nc2cnccn12	-1%	1%

# The listing, repeating the preview:
entry	SMILES	Tb PYK inh	HCV inhibitor
1	CC(C)(O)/C=C/C(=O)[C@](C)(O)C1[C@H](O)C[C@@]2(C)C3CC=C4C(C[C@H](O)[C@@H](O)C4(C)C)[C@]3(C)C(=O)C[C@]12C (stereo partly specified)	2%	?
2	COc1ccc(N(CC(=O)NCCSc2ccccc2)S(=O)(=O)c2ccccc2)c(OC)c1	-16%	?
3	CCCCNc1c(-c2ccc(SC3CCCCC3)cc2)nc2cnccn12	-1%	1%
4	O=C1CN(S(=O)(=O)c2ccc(F)cc2)CCN1	-4%	-4%
5	CC(C)NC(=O)N(C)C[C@@H]1Oc2ccc(NC(=O)CCN3CCOCC3)cc2CC(=O)N([C@@H](C)CO)C[C@@H]1C	-3%	9%
6	CCC(C)(C)c1nnc(NC(=O)CCC2CCCCC2)s1	3%	23%
7	O=C(Nc1cc(S(=O)(=O)Nc2ccccc2F)ccc1Cl)c1ccc(F)cc1F	6%	3%
8	O=C(NC(=S)Nc1ccc(N2CCCCC2)c(Cl)c1)c1cccs1	-8%	1%
9	CCc1ccc(CNC(=O)C(=O)NCCc2ccc(OC)c(OC)c2)cc1	-21%	-24%
10	O=C(CSc1nnc(C2CC2)n1-c1ccccc1)N1CCCC1	-7%	-6%
11	C[C@H]1CC[C@@]2(O[C@H](CCO)C[C@H](O)[C@H]2O)O1	-5%	16%
12	C[C@H](CO)N1C[C@H](C)[C@@H](CN(C)C(=O)Nc2ccc3c(c2)OCO3)Oc2ccc(NC(=O)Cc3ccccc3)cc2C1=O	3%	15%
13	CC(Oc1ccccc1)C(=O)N1CCC2(CC1)Oc1ccc(F)cc1C(=O)C21CC(c2cccnc2)=NO1 (stereo unspecified)	5%	-4%
14	COC(=O)[C@H](CC(C)C)NC(=O)Cn1cnc2c(SC)nc(N)nc21	-5%	21%
15	Cc1nc2c(c(C)nn2-c2ccccc2)c(C)c1C	0%	?
16	Cc1csc(SCC(=O)Nc2ccc3[nH]c(=O)[nH]c3c2)n1	-2%	1%
17	COC(=O)c1ccccc1NC(=O)CN1C(=O)c2ccccc2C1=O	-1%	13%
18	CCN(CC)C(=O)[C@H]1C[C@H](CC(=O)NCCN2CCOCC2)C(=O)N2CCc3c([nH]c4cc(-c5ccco5)ccc34)[C@]12C	-11%	?
19	CCCCC(=O)NC(c1cccc([N+](=O)[O-])c1)c1ccc2cccnc2c1O (stereo unspecified)	-15%	?
20	CCCn1nc(C(=O)OCC(=O)Nc2ccc(C)cc2)c2ccccc2c1=O	3%	3%
21	NC(=S)NN=Cc1nccc2ccccc12	-4%	2.8µM*
22	C=CC[C@H](CC(=O)NCCO)C(=O)N[C@@H](COC(=O)[C@@H](CC=C)Cc1ccc(F)cc1)Cc1c[nH]c2ccccc12	3%	-2%
23	COc1ccc(S(=O)(=O)N2CCOCC2)cc1NC(=O)CN(C)CC(=O)Nc1cccc(F)c1	-4%	-21%
24	CC12CCC(=O)C=C1CCC1C2C(O)CC2(C)C1CCC21OCC1=O (stereo unspecified)	22%	19%
25	CCN(C=C1CC2C3CC=C4CC(O)CCC4(C)C3CCC2(C)C1=O)CC (stereo unspecified)	3%	11%
26	Cn1c(N)c(N=O)c(=O)n(C)c1=S	1%	0%
27	CC(C)=CCC/C(C)=C/CNC(=O)C[C@H]1C[C@H](C(=O)N2CCOCC2)[C@@]2(CCC3CCCC3)c3[nH]c4cc(CCC(=O)N(C)C)ccc4c3CCN2C1=O	5%	11µM*
28	CC(C)(C)c1cc(NC(=O)c2cccs2)no1	-16%	-14%
29	C[C@H](CO)N1C[C@H](C)[C@@H](CN(C)S(C)(=O)=O)Oc2ccc(NS(=O)(=O)c3cn(C)cn3)cc2C1=O	-5%	20%
30	O=S(=O)(Nc1ccc(O)c2ccccc12)c1ccc(OC(F)(F)F)cc1	-19%	0%

# Some of these compounds in order of count of non-hydrogen atoms, rising:
entry	SMILES	Tb PYK inh	HCV inhibitor
25	CCN(C=C1CC2C3CC=C4CC(O)CCC4(C)C3CCC2(C)C1=O)CC (stereo unspecified)	3%	11%
23	COc1ccc(S(=O)(=O)N2CCOCC2)cc1NC(=O)CN(C)CC(=O)Nc1cccc(F)c1	-4%	-21%
22	C=CC[C@H](CC(=O)NCCO)C(=O)N[C@@H](COC(=O)[C@@H](CC=C)Cc1ccc(F)cc1)Cc1c[nH]c2ccccc12	3%	-2%

# Remaining list, next part.
entry	SMILES	Tb PYK inh	HCV inhibitor
31	C/C=C(/CCC1NCCc2c1[nH]c1ccccc21)[Si](C)(C)C (stereo unspecified)	-4%	?
32	COc1ccc(C(=O)NC(=S)NNC(=O)c2ccc(C)cc2)cc1	-11%	?
33	CN(C)CC/C=C1/c2ccc(F)cc2Sc2ccc(Cl)cc21	6%	8.9µM*
34	C[C@H]1CN([C@@H](C)CO)C(=O)Cc2cc(NS(=O)(=O)c3cccs3)ccc2O[C@H]1CN(C)S(=O)(=O)c1cn(C)cn1	-2%	7%
35	CCN(CC)C(=O)Cn1cc([N+](=O)[O-])cc1[N+](=O)[O-]	1%	3%
36	Cc1ccc(NC(=O)c2ccc(S(=O)(=O)N3CC(C)CC(C)C3)cc2)cc1S(=O)(=O)N1CCOCC1 (stereo unspecified)	-7%	7.9µM*
37	CCCCN1C(N)=NC[C@@H]1Cc1ccccc1	0%	14%
38	CCn1c(C)cc(C(=O)COC(=O)c2ccccc2[N+](=O)[O-])c1C	?	-27%
39	O=C1NC(=O)C(=Cc2ccc(Cl)c(Cl)c2)S1	1%	2%
40	C[C@H](CO)N1C[C@H](C)[C@@H](CN(C)CC2CCCCC2)Oc2c(NC(=O)C3CC3)cccc2C1=O	-2%	0%
41	NC(=O)C1CC2(C1)CC(C(N)=O)C2 (stereo unspecified)	2%	16%
42	CC(CCc1ccccn1)C(=O)C(C)CCc1ccccn1 (stereo unspecified)	-4%	8%
43	CCC1(c2ccc(F)cc2)NC(=O)N(CC(=O)NC2CCCC(C)C2C)C1=O (stereo unspecified)	-6%	?
44	COc1ccc(Cc2nnc3n2N=C(c2cc4ccccc4o2)CS3)cc1OC	-10%	1%
45	COc1ccc(S(N)(=O)=O)cc1C(=O)OCC(=O)Nc1sccc1C#N	-5%	-1%
46	O=C(COC(=O)c1cccnc1Cl)NCc1ccc(F)cc1	0%	-6%
47	COc1ccc(NS(=O)(=O)c2ccc(C(=O)N3CCC(C)CC3)cc2)cc1	7%	?
48	CCOC(=O)c1[nH]c2c(OCC)nc(OCC)nc2c1Br	-3%	?
49	CC(=O)Nc1nnc(CCS(=O)(=O)c2ccc(C)cc2)s1	-8%	-1%
50	O=C1NC(=S)NC(=O)C1=Cc1ccccc1C(=O)O	?	15%
51	C=CCC1(CC)C(=O)NC(=S)NC1=O	-3%	11%
52	CC(C)C[C@H]1CN=C(Nc2ccccc2)N1CCc1cccc(F)c1	4%	?
53	CC(=O)C1CCC2(O)C3CCC4=CC(=O)CCC4(C)C3CCC12C (stereo unspecified)	-1%	1%
54	CC(C)(C)OC(=O)C[C@H]1C/C=C\C[C@@H](CC(=O)NCCO)C(=O)N2CCC[C@H]2COC1=O	1%	25%
55	CCOC(=O)C1C2C=CC(CC2)N1c1ccccc1 (stereo unspecified)	-3%	15%
56	COc1ccc(NC(=O)Nc2cccc3c2O[C@H](CN(C)C(=O)Nc2ccccc2)[C@@H](C)CN([C@H](C)CO)C3=O)cc1	0%	-3%
57	COc1ccc(C(C#N)=C2C=CC(=NO)C(C)=C2Cl)cc1	-4%	-17%
58	CC(=O)Nc1ccc(NC(=O)CSc2nnc(-c3ccc4c(c3)OCO4)o2)cc1	0%	-11%
59	COc1ccc2[nH]c3c(c2c1)CCN1C(=O)C(CC(=O)NCc2ccc(OC)c(OC)c2)C[C@H](C(=O)N(C(C)C)C(C)C)[C@@]31C (stereo partly specified)	-2%	-2%
60	COc1cc(C2c3cc(O)c(OC)cc3CC(C(=O)O)C2CO)ccc1O (stereo unspecified)	-6%	-5%
61	Nc1cc(SCc2ccc([N+](=O)[O-])cc2)ncn1	-1%	7%
62	O=C(OCCOCCOC(=O)Oc1ccccc1)Oc1ccccc1	0%	38%[activator]
63	Cc1cc(C)cc(C(=O)NCC(=O)N2CCC(C(N)=O)CC2)c1	5%	9%
64	COc1cc(/C=C/C(=O)OCC(=O)c2ccc[nH]2)cc(OC)c1OC	-7%	?
65	O=C(OCC(=O)N1CCOCC1)c1cc(=O)[nH]c2ccccc12	-10%	1%
66	COc1ccc(C)cc1NC(=O)c1ccc(OCc2c(C)noc2C)cc1	1%	?
67	O=C(C[C@H]1C/C=C\CCCC(=O)OC[C@H]2CCCN2C1=O)NCCO	-1%	?
68	Cc1cccc2cc(C#N)c(SCCN3CCCCC3)nc12	-16%	?
69	CCN(C(=O)CSc1nc2ccc(C)cc2[nH]1)C1CCS(=O)(=O)C1 (stereo unspecified)	-3%	1%
70	CCC(=O)N1CCN(c2cc(N3CCCC3)c(F)cc2[N+](=O)[O-])CC1	-6%	-1%
71	COC(=O)C1=C(c2cccc(OC)c2OC)C[C@@H]2CC[C@H]1N2C(=O)N1CCCCC1	-1%	-5%
72	CCOC(=O)Nc1ccc2c(c1)C(=NNC(N)=S)c1ccccc1-2	4%	?
73	CCOC(=O)C1CCCN(C(=O)C2COc3ccccc3O2)C1 (stereo unspecified)	-1%	-8%
74	CCOC(=O)C1=NN(c2ccc(F)cc2)C2=NC(C)=C(C(=O)OC)C(c3cccs3)N12 (stereo unspecified)	4%	14%
75	O=C(NCc1ccco1)c1cccc2c1C(=O)c1ccc(N3CCC(Cc4ccccc4)CC3)cc1S2(=O)=O	0%	?
76	COc1cc(OC)cc(C(=O)Nc2ccc(S(=O)(=O)Nc3cnc4ccccc4n3)cc2)c1	-4%	3%
77	Cc1ccc(S(=O)(=O)N(C)CC(=O)NCC(=O)Nc2ccc(F)c(F)c2F)cc1	2%	-10%
78	COC(=O)C1=C(C)NC(=S)NC1c1ccc(N(CCCl)CCCl)cc1Cl (stereo unspecified)	-29%	?
79	COc1ccc(Cl)cc1NC(=O)COC(=O)c1cc(C)oc1C	-1%	?
80	Cc1cccc(NC(=O)CNC(=O)CSc2ncccn2)c1C	6%	11%

# New compounds follow:
entry	SMILES	Tb PYK inh	HCV inhibitor
81	CN1CCN(S(=O)(=O)c2cccc(C(=O)Nc3cccc([N+](=O)[O-])c3)c2)CC1	1%	-25%
82	CC(=O)OCC(=O)C1CCC2C3CCC4=CC(=O)C=CC4(C)C3CCC12C (stereo unspecified)	1%	15%
83	O=C(C=Cc1ccc(Cl)s1)c1ccc(Cl)s1	2%	1%
84	COc1ccc(C(CNC(=O)c2ccc(NS(=O)(=O)c3ccc(F)c(C)c3)cc2)N2CCCC2)cc1 (stereo unspecified)	0%	?
85	Cc1nnc(SC(C)C(=O)NC2CCCCC2)[nH]c1=O (stereo unspecified)	-15%	6%
86	O=C(Nc1cccc(S(=O)(=O)NC2=NCCC2)c1)c1ccccc1	2%	-1%
87	CCCCn1nc(C(=O)NC2CCCCCC2)c2ccccc2c1=O	-7%	-20%
88	COc1ccc(-c2sc3ccc(N4CCOCC4)cc3c2C#CCO)cc1	-3%	3.2µM*
89	O=C(CCCc1ccccc1)Nc1nccs1	-11%	6%
90	O=C(C[C@@H]1C/C=C\CCC(=O)OC[C@H](Cc2ccccc2)NC1=O)N[C@@H](CO)Cc1ccccc1	4%	-6%

# A second format for part of the listing above:
# Sequence of screens: Tb PYK inh | HCV inhibitor
81) CN1CCN(S(=O)(=O)c2cccc(C(=O)Nc3cccc([N+](=O)[O-])c3)c2)CC1
 : 1% | -25%
89) O=C(CCCc1ccccc1)Nc1nccs1
 : -11% | 6%
86) O=C(Nc1cccc(S(=O)(=O)NC2=NCCC2)c1)c1ccccc1
 : 2% | -1%
88) COc1ccc(-c2sc3ccc(N4CCOCC4)cc3c2C#CCO)cc1
 : -3% | 3.2µM*

# (listing goes on)
entry	SMILES	Tb PYK inh	HCV inhibitor
91	Nc1ncnc(N2CCOCC2)n1	4%	25%
92	O=C(NC1CCCCC1)[C@@H]1CC=C[C@@H]2CCN(C3CCCCC3)C(=O)[C@@H]21	-1%	?
93	O=C(Nc1cccc2ccccc12)N(c1ccccc1)c1ccccc1	-3%	-20%
94	CCCCNC1=CC(=O)C(NCCCC)=CC1=O	5%	-7%
95	CCCn1cnc2c(SCc3ccccc3Cl)nc(N)nc21	2%	-4%
96	CC1(c2ccccc2)C(C#N)C(=O)NC(=O)C1C#N (stereo unspecified)	3%	?
97	CSc1nc(N)nc2c1ncn2CC(=O)NCC(c1ccccc1)c1ccccc1	0%	?
98	Cn1c(SCC(=O)Nc2sccc2C#N)nnc1C1CC1	-3%	4%
99	CN(N=C(c1ccccc1)c1ccccc1)c1ccccc1	1%	-27%
100	CC(=O)N1CCC2(CC1)CC(=O)c1cc(Cl)ccc1O2	0%	5%
101	O=C(c1ccc(Cl)c(S(=O)(=O)N2CCCC2)c1)N1CCN(Cc2ccccc2)CC1	-2%	?

# Screening data as filed in PubChem.

# Only part of the results is shown; the hit share may differ from the screen's.
